HADH2 inh – blocks human hydroxyacyl-CoA dehydrogenase type II; 3.4% of 73,000 active; Q99714; recombinant HADH2, NADH fluorescence, beta-hydroxybutyryl-CoA; Potency, µM (titrated, usually from 57.1 µM), without a hit: at the highest dose activity change, negative = inhibition, hits mostly inhibitors; note: potency is the fitted concentration of half-maximal effect; % is set by controls: 0 for no effect and ±100 for the full control effect; nearly all actives have a fitted effect of over 60% in size; many of its hits are not listed in these tables
Target sequence (Q99714 whole entry, looked up, one chain of several): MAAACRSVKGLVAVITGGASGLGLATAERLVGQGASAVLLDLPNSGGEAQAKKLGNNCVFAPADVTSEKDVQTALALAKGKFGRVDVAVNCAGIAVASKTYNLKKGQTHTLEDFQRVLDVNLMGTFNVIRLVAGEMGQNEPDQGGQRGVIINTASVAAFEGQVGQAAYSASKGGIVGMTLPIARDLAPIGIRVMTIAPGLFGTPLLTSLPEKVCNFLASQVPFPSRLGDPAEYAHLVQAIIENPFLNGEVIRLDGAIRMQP
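Read-out: 360 nm excitation, 450 nm emission, kinetic over 4 min. Conditions: His-tagged human HADH2 20 nM, pH 9.0 Tris with Tween-20, 1 mM NAD+, 90 uM beta-hydroxybutyryl-CoA.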
USP2a inh – USP2a (human) protease inhibition; O75604; USP2a enzymatic assay, qHTS inhibition; Potency, µM (top dose mostly 38.3 µM), inactives show top-dose activity change, negative = inhibition, most hits filed as inhibitors; 0.1% of 60,000 active; AID 927;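 note: potency is the fitted concentration of half-maximal effect; nearly all actives have a fitted effect of over 60% in size; plate controls were DMSO for no effect and NEM full inhibition control for full effect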
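Inhibition is measured in a cell-free coupled assay with 20 nM USP2 core, 20 nM Ub-PLA2 and 20 uM NBD C6-HPC, 2.5 h incubation. Activity normalized to NEM control.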
Tau fil binding – binders of human tau filaments; P10636; recombinant tau filaments, thioflavin S fluorescence, 15 h; filaments grown with octadecylsulfate alongside compound; Potency, µM (series often up to 57.1 µM), for the others: at the top dose activity change, negative = inhibition; 2% of 71,000 active;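 note: potency is the fitted concentration of half-maximal effect; % is set by controls: 0 for no effect and ±100 for the full control effect; actives lower thioflavin S fluorescence by blocking filaments or displacing dye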
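ThS-based fibril read: tau 1 uM final, inducer ODS 30 uM final, 37 C for 15 h, ex 450/em 510 nm.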
Caspase-7 inhib – blocks human caspase-7 allosterically or competitively. P55210. 0.02% of 75,000 active. recombinant caspase-7, Ac-DEVD-AFC fluorescence rate. AID 889. Potency, µM (top dose mostly 57.5 µM), inactives show at the top dose activity change, negative = inhibition, most hits filed as inhibitors; active = well fitted inhibition curve with a large enough effect in the main read-out, with a control signal flat, not every such curve was filed as active; inconclusive = small, poorly fitted or top-dose-only effect, or a change in a side signal; note: potency is the fitted concentration of half-maximal effect; % of control where 0% means no effect
Rhodamine fluor – compound autofluorescence in rhodamine spectral region. Rhodamine-region fluorescence, 547/598 nm, Tris buffer; stronger effect = higher value. max dye-equivalent concentration, M. 0.05% of 59,000 active. AID 594; in the data active = max dye-equivalent concentration above about 11 nM; inconclusive = between about 1.1 nM and that limit
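Compounds in 100 mM Tris buffer, pH 8.0, were incubated 15 min at room temperature, then read at 547 nm excitation and 598 nm emission. Fluorescence was normalized against a per-plate six-point rhodamine standard curve as dye-equivalent concentration.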
ERK AVP inh – blocks ERK signaling stimulated by vasopressin | 0.99% of 72,000 active | AID 995 | HEK293-V1b, vasopressin-stimulated pERK AlphaScreen | Potency, µM (doses to about 57.5 µM), without a hit: top-dose activity, negative = inhibition, actives largely listed as inhibitors; note: potency is the fitted concentration of half-maximal effect; % is set by controls: 0 for no effect and ±100 for the full control effect; nearly all actives have a fitted effect of over 55% in size
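Overnight-seeded V1b-HEK293 cells in 1% FBS got compound, then vasopressin (25 nM final, 5 min, 37C), then lysis buffer. AlphaScreen detection of phospho-ERK; activity normalized to basal and full-stimulation controls.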
Caspase-1 inhib – caspase-1 (human) inhibition, allosteric or competitive. P29466. Caspase-1 enzyme, Ac-WEHD-AFC fluorogenic rate. Potency, µM (titrated, usually from 57.5 µM), for the others: at the top dose activity change, negative = inhibition, actives largely listed as inhibitors. 0.03% of 75,000 active. AID 900;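 note: potency is the fitted concentration of half-maximal effect; plate controls were vehicle for no effect and no substrate for full effect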
Target sequence (P29466 120-297 limits assumed): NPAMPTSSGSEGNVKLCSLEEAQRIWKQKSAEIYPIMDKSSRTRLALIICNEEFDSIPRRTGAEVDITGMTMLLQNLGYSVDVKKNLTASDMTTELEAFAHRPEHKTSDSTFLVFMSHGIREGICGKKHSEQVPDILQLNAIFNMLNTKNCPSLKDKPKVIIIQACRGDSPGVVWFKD
Target sequence (P29466 317-404 limits assumed): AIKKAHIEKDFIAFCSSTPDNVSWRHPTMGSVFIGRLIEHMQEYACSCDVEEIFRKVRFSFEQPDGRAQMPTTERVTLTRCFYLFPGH
Fluorescein autfl – compound fluoresces in the fluorescein spectral region | Compound autofluorescence, 480/540 nm, fluorescein-equivalent; stronger effect = higher value | max fluorescein-equivalent concentration, M | 0.91% of 59,000 active | AID 593; in the data active = max fluorescein-equivalent concentration above about 10 nM; inconclusive = between about 1.1 nM and that limit
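Compounds (23 nL) in 100 mM Tris pH 8.0, 15 min at room temperature, then fluorescence read at 480 nm excitation/540 nm emission. Signal converted to fluorescein-equivalent concentration from an on-plate fluorescein standard curve.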
HEK293 cAMP cs – parental HEK293 cAMP activation (counter-screen); Potency, µM (highest dose often 57.1 µM), without a hit: at the top dose activation, actives largely listed as activators; 2.5% of 73,000 active; parental HEK293 CNG cAMP sensor, membrane potential fluorescence; AID 938; note: potency is the fitted concentration of half-maximal effect; % of control where 0% means no effect; nearly all actives have a fitted effect of over 55% in size
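Counterscreen for endogenous-receptor signalling: CNG-channel HEK 293 cells report cAMP rise by membrane depolarization. After 60 min dye equilibration with 100 uM RO 20-1724, compounds incubated 30 min before bottom-read fluorescence at 590 nm.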
TexasRed autofl – Texas Red region autofluorescence. Compound fluorescence, Texas Red channel, 547/618 nm; stronger effect = higher value. max dye-equivalent concentration, M. 0.06% of 59,000 active; in the data active = max dye-equivalent concentration above about 10 nM; inconclusive = between about 1.1 nM and that limit
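Compound fluorescence was read after 15 min at room temperature in 100 mM Tris, pH 8.0, using 547 nm excitation and 618 nm emission across a concentration series. It was expressed as Texas Red dye-equivalent concentration from an on-plate standard curve.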
Luciferase inh – inhibitors of firefly luciferase; P08659; purified firefly luciferase, luminescence, 8 min; Potency, µM (top dose mostly 57.1 µM), without a hit: at the highest dose activity change, negative = inhibition, most hits filed as inhibitors; 2.2% of 72,000 active; AID 411; note: potency is the fitted concentration of half-maximal effect; % is set by controls: 0 for no effect and ±100 for the full control effect; nearly all actives have a fitted effect of over 40% in size
Target sequence (P08659 whole entry, looked up): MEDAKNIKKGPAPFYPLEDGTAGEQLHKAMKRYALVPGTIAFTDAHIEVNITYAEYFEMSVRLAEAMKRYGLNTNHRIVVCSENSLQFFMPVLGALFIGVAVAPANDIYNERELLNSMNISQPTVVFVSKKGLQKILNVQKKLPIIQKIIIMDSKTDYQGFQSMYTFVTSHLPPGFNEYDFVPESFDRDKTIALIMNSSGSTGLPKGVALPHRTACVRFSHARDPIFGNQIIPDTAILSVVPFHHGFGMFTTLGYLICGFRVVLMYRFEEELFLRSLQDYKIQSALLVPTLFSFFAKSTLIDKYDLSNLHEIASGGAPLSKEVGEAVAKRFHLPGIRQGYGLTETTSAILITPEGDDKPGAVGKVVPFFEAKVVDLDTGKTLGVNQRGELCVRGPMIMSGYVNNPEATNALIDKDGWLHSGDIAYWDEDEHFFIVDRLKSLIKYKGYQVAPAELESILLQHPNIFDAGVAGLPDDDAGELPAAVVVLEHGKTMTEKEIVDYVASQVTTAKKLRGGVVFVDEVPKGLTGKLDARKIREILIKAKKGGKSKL
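Inhibition of light generation by firefly luciferase from ATP and luciferin was profiled with concentration-response curves per sample, ATP held at 10 uM within the enzyme's linear range. Plates were read by luminescence after an 8-minute ambient incubation.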
* marks the source's active call; other numbers are inactive results; i = inactive; ? = inconclusive; / = no result given; & = joins results of further samples; [ ] = dose if it differs, or a comment. Unless noted, calls come from the whole dose curve; as a rule, active = well fitted curve in the direction sought with a large enough effect; inconclusive = small, poorly fitted or top-dose-only effect, or another doubt; inactive = no such curve, though single readings can be large; an effect the other way counts as inactive or inconclusive. An excerpt; rates above refer to the full screens.

Below each compound – TexasRed autofl, Rhodamine fluor, Luciferase inh, HEK293 cAMP cs, Caspase-7 inhib, Tau fil binding, ERK AVP inh, Caspase-1 inhib, HADH2 inh, USP2a inh, Fluorescein autfl
1) COC(=O)C/C=C\[C@@H](C)[C@@H](/C=N\OC[C@@H]1O[C@H](c2ccccc2)C=C[C@@H]1Oc1ccc(OC)cc1)OC
  /, /, 0%[11.4 µM], ?, 0%[11.5 µM], /, 15%[11.5 µM], -3%[11.5 µM], -5%[11.4 µM], /, /
2) Cc1ccc(-n2c(Cc3cccn3C)nnc2SCC(=O)Nc2cc(C)on2)cc1
  i, i, 0%, 18%, 2%, 10%, 1%, -2%, 2%, 0%, i
3) CS(=O)(=O)c1ccc(C(=O)NC2CCOC2=O)cc1 (configuration not stated)
  i, i, 1%, 13%, 1%, -10%, -4%, 0%, 2%, -7%, ?
4) C/C(N)=C(/C#N)C(=O)CSc1nnc(Nc2cccc(C)c2)s1
  i, i, -24%, -4%, 1%[0.00368 µM], 12%, ?, -2%, -9%, 19%, ?
5) COc1ccc(C(C)=O)cc1COC(=O)c1c(C)noc1C
  i, i, 2%, 11%, 7%, 13%, 4%, 0%, 22%, 6%, ?
6) COc1ccccc1N(CC(=O)Nc1cc(C)on1)S(=O)(=O)c1cccs1
  i, i, -2%, ?, 2%, 56%, -19%, 1%, 11%, 0%, i
7) c1ccc2c(-c3ccncc3)c[nH]c2c1
  i, i, -2%, -12%, 4%, -14%, 33%[activator], -1%, ?, -1%, ?
8) COc1cccc(-n2c(SCc3c(C)noc3C)nnc2-c2cccc(S(=O)(=O)N(C)C)c2)c1
  i, i, 2%, 4%, 7%, 3%, -7%, 0%, 4%, 12%, ?
9) C#CCOc1ccc(Cl)cc1/C=N/O
  /, /, -1%, 12%, -1%, -14%, -7%, 1%, -13%, 5%, /
10) O=C(NCCN1C(=O)C2C3C=CC(C3)C2C1=O)Nc1cccnc1 (configuration not stated)
  /, /, -1%, 11%, 0%, -1%, -10%, -1%, 0%, /, /
11) COc1ccc(-n2c(Cc3cccn3C)nnc2SCC(=O)Nc2cccc(Cl)c2)cc1
  /, /, -4%, 3%, -6%, 2%, 12%, -16%, -28%, /, /
12) CSCCC(NC(=O)C1CC1)c1nc2ccccc2[nH]1 (configuration not stated)
  i, i, 0%, ?, 1%, -3%, 16%, 0%, 2%, 3%, i
13) N[C@@H]1[C@@H]2[C@@H]3C[C@H]4N(CC[C@@]14C(=O)C(=O)O)CC3=CCO[C@@H]2CC(=O)O
  i, i, 3%[11.4 µM], 4%[11.4 µM], 0%[11.5 µM], 16%[11.4 µM], -11%[11.5 µM], -1%[11.5 µM], -8%[11.4 µM], /, 1e-08M*
14) CC(=O)CC1(C)OC(N)=C(C#N)C1(C#N)C#N (configuration not stated)
  i, i, -1%, ?, -4%, 5%, 30%[activator], -4%, ?, -5%, ?
15) COC(=O)CSc1nnc(-c2cccc(NC(=O)c3ccc(C)cc3)c2)n1C
  i, i, ?, 10%, 1%, -3%, 21%, -2%, 31%[activator], 19%, i
16) Cc1nn(Cc2ccccc2Cl)c2sc(C(=O)OC3CCCC3=O)cc12 (configuration not stated)
  i, i, -2%, -15%, -4%, -8%, -5%, 1%, 1%, -5%, ?
17) COC(=O)CN1C(=O)C(O)(CC(=O)c2ccc(C)cc2)c2ccccc21 (configuration not stated)
  i, i, 2%, 3%, 1%, -6%, -4%, 1%, 1%, 3%, i
18) CCOC(=O)C1CCc2sc(N)c(C#N)c21 (configuration not stated)
  i, i, -3%, -2%, -1%, -25%, -8%, -2%, ?, -3%, i
19) Cc1c(C(=O)NC2CCCc3ccccc32)oc2ccc(S(=O)(=O)N3CCOCC3)cc12 (configuration not stated)
  i, i, 1%, 4%, 0%, 119%, -19%, 3%, ?, 19%, i
20) COc1ccccc1N1CCN(C(CNS(=O)(=O)c2ccccc2)c2cccnc2)CC1 (configuration not stated)
  i, i, 1%, 2%, -1%, -5%, 14%, -4%, -3%, 21%, ?
21) O=C(CCCCCN1C(=O)c2ccccc2C1=O)Nc1nccs1
  i, i, -2%, 17%, -4%, -9%, -17%, 2%, ?, 3%, i
22) CC(C)(C)N1C(=O)[C@H]2[C@H]3[C@H](O)[C@H](O)C/C(=N/OC[C@@H](O)COCc4ccco4)[C@@H]3CC[C@@H]2C1=O
  /, /, 0%[11.4 µM], 9%[11.4 µM], 1%[11.5 µM], /, 10%[11.5 µM], -13%[11.5 µM], 6%[11.4 µM], /, /
23) O=C(Cn1nc(Cc2cccnc2)c2ccccc2c1=O)NCC1COc2ccccc2O1 (configuration not stated)
  /, /, 3%, -2%, -2%, -9%, 9%, 1%, 9%, /, /
24) CC(C)(C)OC(=O)NCCc1nnc(SCC(=O)Nc2cccc(Cl)c2)o1
  ?, i, -1%, 18%, 1%, 4%, ?, 2%, 19%, 10%, ?
25) CC1(O)c2ccccc2C(=O)N1CCc1ccccc1F (configuration not stated)
  i, i, 0%, 14%, 1%, -5%, -12%, 2%, 5%, 4%, i
26) CN(C)S(=O)(=O)c1ccc(N2CCCC2)c(C(=O)Nc2ccccc2N2CCOCC2)c1
  i, i, -1%, ?, 0%, -8%, 0%, 1%, -3%, 15%, ?
27) CCN(CCCNC(=O)CCCN1C(=O)COc2ccc(C)cc21)c1cccc(C)c1
  i, i, 2%, 4%, -2%, 16µM*, -24%, -4%, -7%, 17%, ?
28) Cn1c(C(=O)N2CCCC(C(=O)NCc3cccs3)C2)cc2sccc21 (configuration not stated)
  i, i, -2%, 4%, 0%, 3%, ?, 1%, 7%, 17%, i
29) O=C(NCc1ccco1)C1CCCN1C(=O)NCc1ccccc1 (configuration not stated)
  ?, i, -3%, 9%, -1%, -3%, 2%, 3%, -3%, -3%, ?
30) COc1ccccc1C1CC(c2ccccc2)Nc2ncnn21 (configuration not stated)
  ?, i, -1%, ?, -1%, 2%, -12%, -4%, ?, 9%, i
31) CCn1cc(C(=O)O)c(=O)c2cc3c(cc21)OCO3
  i, i, 2%[25.5 µM], -15%, -2%, 2%[25.6 µM], 1%, -1%, -3%, 3%, i
32) C=CCOc1cccc(C2C(C(=O)c3ccc(C)o3)=C(O)C(=O)N2Cc2ccncc2)c1 (configuration not stated)
  ?, i, -2%, 4%, -1%, -2%, 1%, -2%, -8%, 252%[activator], i
33) Cc1cccc(C)c1OCc1nnc(SCC(=O)Nc2nccs2)o1
  /, /, 1%, 4%, -1%, 205%, -6%, -3%, 10%, /, /
34) CCn1c(SCC(=O)Nc2ccc(N(C)C)cc2)nnc1-c1cccc(C)c1
  i, i, -2%, 2%, 0%, ?, ?, -1%, 0%, 19%, i
35) CCn1cc(C(=O)O)c(=O)c2cnc(N3CCCC3)nc21
  i, i, 2%[25.5 µM], -3%[25.6 µM], 0%, -5%[25.6 µM], 16%, ?, -1%[25.6 µM], -10%, ?
36) COC(=O)[C@H](CCSC)NC(=O)N1CCN(Cc2ccccc2)CC1
  i, i, 3%, 3%, 0%, 2%, -5%, 1%, 14%, 11%, ?
37) COc1ccc(-n2cnnc2SCCC#N)cc1
  i, i, 0%, -1%, -1%, 2%, 8%, 1%, 4%, -1%, ?
38) Cc1cc2cc(CN(Cc3ccco3)C(=O)C3CCCCC3)c(=O)[nH]c2cc1C
  ?, i, -1%, 25%, 3%, 8%, 0%, 0%, -10%, 10%, i
39) COC(=O)C12CC3(CCC4C5C(C(OCc6ccccc6)C41)C52)OCCO3 (configuration not stated)
  /, /, /, 1%[11.4 µM], -1%[11.5 µM], /, 4%[11.5 µM], -6%[11.5 µM], -2%[11.4 µM], /, /
40) O=C(NCCc1ccccc1)NC1CCCCC1
  i, i, ?, 10%, 1%, -1%, -19%, 0%, 7%, 1%, i
41) CON(C)C(=O)c1nnc2c3ccccc3n(S(=O)(=O)c3ccc(C)cc3)c2n1
  /, /, 0%&0%[11.4 µM], 0%&-1%[11.4 µM], 2%&0%[11.5 µM], /, 10%&9%[11.5 µM], 0%&0%[11.5 µM], 8%&-1%[11.4 µM], /, /
42) Cc1ccc(-n2c(SCC(=O)NCC3CCCO3)nnc2-c2ccoc2C)cc1 (configuration not stated)
  ?, i, -2%, 14%, 1%, 4%, 7%, 6%, 15%, -1%, i
43) COc1ccc(Oc2ncc3nc(C)c(=O)n(CCC#N)c3n2)cc1
  i, i, 0%[11.4 µM], ?, -2%, -15%, -3%, 0%, 2%, 82%[activator], i
44) COCC(=O)Nc1ccc(S(=O)(=O)NCCc2ccccc2)cc1
  i, i, 2%, -1%, 0%, 8%, -9%, -1%, 5%, 0%, i
45) O=C(CN1CCN(S(=O)(=O)c2ccc(F)cc2)CC1)Nc1ccc(Cl)c(C(F)(F)F)c1
  i, i, 3%, 4%, -5%, 15%, 1%, -4%, -6%, 50%[activator], ?
46) Cn1c(=O)c2c(nc(SCC(=O)NCc3ccc4c(c3)OCO4)n2Cc2ccccc2)n(C)c1=O
  ?, i, 0%, ?, 3%, -17%, -2%, -1%, -4%, /, i
